# Bioassay records deposited in PubChem by The Scripps Research Institute Molecular Screening Center.
# TEAD-YAP inh: TEAD-YAP interaction inhibition, primary screen, TEAD-YAP interaction inhibitor project, luminescence, HEK-TIYL cells; TEAD-Gal4/YAP UAS-luciferase luminescence; AID 1259422, 2018; inhibition, % at 9.12 µM; 640,000 tested, 1.4% active; in the data active = inhibition above about 32%;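 also: 0% = median of test compound wells and 100% = reference inhibitor wells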
# MITF primary: MITF inhibitors, primary screen, biochemical, AlphaScreen, human. Microphthalmia-associated transcription factor (Homo sapiens), O75030. AlphaScreen MITF homodimerization, bead proximity signal. inhibition, % at 2.6 µM. 650,000 tested, 0.91% active; in the data active = inhibition above about 50%;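 also: 0% = vehicle wells with protein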
# Target sequence (O75030 whole entry, looked up): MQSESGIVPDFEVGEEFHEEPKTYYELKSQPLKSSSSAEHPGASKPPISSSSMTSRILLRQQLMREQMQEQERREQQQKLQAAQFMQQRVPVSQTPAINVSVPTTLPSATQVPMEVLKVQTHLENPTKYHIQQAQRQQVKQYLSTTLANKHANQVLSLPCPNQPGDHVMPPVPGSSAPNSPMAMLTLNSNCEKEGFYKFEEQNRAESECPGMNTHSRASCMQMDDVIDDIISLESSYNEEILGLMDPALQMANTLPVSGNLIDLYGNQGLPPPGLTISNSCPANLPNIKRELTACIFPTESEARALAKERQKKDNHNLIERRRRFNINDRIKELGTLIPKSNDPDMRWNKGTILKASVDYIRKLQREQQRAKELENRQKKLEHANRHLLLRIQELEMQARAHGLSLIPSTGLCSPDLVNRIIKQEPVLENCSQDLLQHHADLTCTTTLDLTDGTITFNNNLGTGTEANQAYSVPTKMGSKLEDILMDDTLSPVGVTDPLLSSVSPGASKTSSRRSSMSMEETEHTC
# GPR151 activ: activators of human GPR151, primary screen, cell-based, PathHunter beta-arrestin, luminescence | activation, % at 11.2 µM | G-protein coupled receptor 151 (Homo sapiens), Q8TDV0 | PathHunter beta-arrestin GPR151 cells | 650,000 tested, 1% active; in the data active = activation above about 4.9%;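 also: 0% = median of compound wells and 100% = cells with positive control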
# Target sequence (Q8TDV0 whole entry, looked up): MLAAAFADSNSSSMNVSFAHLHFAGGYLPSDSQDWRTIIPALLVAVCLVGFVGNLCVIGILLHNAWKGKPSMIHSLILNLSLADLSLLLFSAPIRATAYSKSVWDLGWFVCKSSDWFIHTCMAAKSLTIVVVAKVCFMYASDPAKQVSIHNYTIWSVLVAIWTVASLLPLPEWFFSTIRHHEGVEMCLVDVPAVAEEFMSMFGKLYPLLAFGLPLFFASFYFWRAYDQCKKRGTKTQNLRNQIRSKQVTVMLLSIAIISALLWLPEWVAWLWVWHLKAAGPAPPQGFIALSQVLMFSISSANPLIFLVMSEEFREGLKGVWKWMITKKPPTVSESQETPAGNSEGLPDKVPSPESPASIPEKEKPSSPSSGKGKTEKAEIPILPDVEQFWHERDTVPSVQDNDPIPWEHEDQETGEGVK
# FBW7 act: FBW7 E3 ligase activators, primary screen, biochemical, AlphaScreen, human; 650,000 tested, 0.13% active; F-box/WD repeat-containing protein 7 (Homo sapiens), Q969H0; AID 1259310, 2017; normalized activity (activation), % at 26.1 µM; AlphaScreen FBW7–phospho-cyclin E peptide binding, activator screen; in the data active = normalized activity above about 1.9%;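 also: purified mutant Fbw7 with reduced substrate affinity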
# * hit, by the source's call; · = no result given.
SMILES,TEAD-YAP inh,MITF primary,GPR151 activ,FBW7 act
CCn1cc(C(=O)N2CCC(c3[nH]ncc3-c3ccncc3)CC2)c(C)n1,-8,5,0.0,-0.2
COc1cc2[nH]c(=O)n(CCCCCC(=O)NCCc3ccccc3)c(=O)c2cc1OC,-16,11,-0.6,0.0
CCOC(=O)N1CCN(C(=O)CCS(=O)(=O)Cc2ccccc2C)CC1,-8,2,0.5,-0.2
C=CCn1c(=NC(=O)c2ccc(N3C(=O)CCC3=O)cc2)sc2cccc(OC)c21,-2,10,-0.5,0.0
NC(=O)CCSc1nccn1Cc1ccccc1,6,-10,0.0,0.4
COc1cccc(-c2cc(C(=O)Nc3sc4c(c3C(N)=O)CCCC4)no2)c1,-18,5,-0.3,0.2
COC(=O)Cn1ncc(N(C)C2CCCCC2)c(Cl)c1=O,-13,1,1.0,0.3
Cc1ccc2c(c1)sc(=S)n2Cc1ccccc1,-73,-16,1.4,-0.1
O=C1CC(N2CCSCC2)C(=O)N1CCc1ccccc1 (stereo not drawn),-1,15,-0.8,0.1
CCOC(=O)N1CCN(c2c(NCCN3CCCCCC3)c(=O)c2=O)CC1,-9,-2,1.8,0.0
COc1ccc(Cc2nc(-c3ccc(NC(=O)c4cccs4)cc3)no2)cc1,-60,-7,-2.0,0.0
CCOC(=O)C1=C(N)Oc2cc(C)[nH]c(=O)c2C1c1cccnc1 (stereo not drawn),3,-9,0.4,-0.2
C1CCN(CC2COC3(CCCC3)O2)CC1 (stereo not drawn),-3,-3,-0.5,0.1
Cc1ccc(Cc2cncc(O)c2)cc1,8,9,-1.1,-0.1
O=C(CSc1nnc(NC(=O)Cc2cccs2)s1)Nc1ccc2c(c1)OCO2,-2,-3,1.3,0.7
CCCC(=O)Nc1cc(C)c(NC(=O)c2ccccc2F)cn1,-13,-12,-0.7,0.0
O=C(COCc1nc2ccccc2c(=O)[nH]1)Nc1ccc2c(c1)CCC2,1,5,-1.7,0.8
CN1CCN(Cc2ccccc2-c2ccco2)CC1CCO (stereo not drawn),-4,-2,1.8,-0.2
COc1ccc(-c2csc(NC(=O)c3ccc([N+](=O)[O-])cc3)n2)cc1,3,1,0.6,0.0
CS(=O)(=O)c1cccc(S(=O)(=O)NCc2ccc3c(c2)OCO3)c1,9,3,0.9,0.0
O=C1c2ccc3c4c(ccc(c24)C(=O)N1c1ccccc1)N(c1ccccc1)C3=O,7,-7,-0.6,0.1
COc1ccc2[nH]c3c(=O)n(CC(=O)NCc4ccc(F)cc4)c(=S)[nH]c3c2c1,6,3,-0.7,-0.1
Cc1ccc2c(c1)-c1c(ssc1=Nc1ccccc1)C(C)(C)N2C(=O)c1ccc(F)cc1,4,-18,0.8,0.1
Cc1cccc(C(=O)NNS(=O)(=O)c2ccc3ccccc3c2)c1O,9,4,1.7,0.1
Cc1ccc2nc(NC(=O)CNS(=O)(=O)c3cccc4nonc34)sc2c1,-3,4,-0.2,-0.3
CCN(CC)C1CCN(C(=O)c2cnn(-c3nccc(-c4cccs4)n3)c2C)C1 (stereo not drawn),-6,-5,4.0,-0.1
O=C(NNC(=S)Nc1ccc(F)cc1)c1cc2ccccc2cc1O,-9,12,-1.2,1.0
Cc1ccc2cc(C#N)c(SCC(=O)NC(C)(C)C)nc2c1C,0,10,-1.7,1.1
NC(=O)CSc1nc2ccccc2n1CC(=O)NC1CCCCC1,-12,26,0.6,-0.3
Cc1ccc2c(c1)cc1c(=O)n(CC(=O)O)nc(C)n12,-3,-4,-0.9,0.0
CC(=O)Nc1ccc(-c2nc(-c3ccccc3)nc3ccccc23)cc1,10,-7,1.7,0.1
CCCCCCCC1C(C#N)=C(N)SC(N)=C1C#N,6,3,1.7,0.1
COc1ccc2nc(N(Cc3ccccn3)C(=O)c3ccc4c(c3)OCCO4)sc2c1,-10,2,-0.4,0.0
O=C(NC1CCCC1)C(c1ccccc1)N(C(=O)Cc1cccs1)C1CC1 (stereo not drawn),1,-5,0.6,0.0
COc1ccc(C2C(C(=O)OC3CCCC3)=C(C)NC3=C2C(=O)CCC3)c(OC)c1OC (stereo not drawn),2,-8,0.4,0.2
Cc1ccc(N2CCN(C(=O)c3cnn4c(C)c(Cc5ccccc5Cl)c(C)nc34)CC2C)cc1 (stereo not drawn),-1,12,0.8,0.0
O=C(CSc1cn(Cc2ccc(Cl)cc2)c2ccccc12)Nc1ccc2c(c1)OCO2,-1,4,0.8,0.0
O=C(COC(=O)CNC(=O)C12CC3CC(CC(C3)C1)C2)Nc1ccc(Br)cc1,-6,5,2.7,-0.2
O=C1NC(=O)/C(=C\c2ccc(-c3cc([N+](=O)[O-])ccc3Cl)o2)N1,-10,-1,3.0,-0.2
COc1cc(CN2CCc3nnc(C(C)C)n3CC2)cc(OC)c1OC,6,9,1.3,-0.2

# Retrieved by structure from the list above, two records:
SMILES,TEAD-YAP inh,MITF primary,GPR151 activ,FBW7 act
O=C(NC1CCCC1)C(c1ccccc1)N(C(=O)Cc1cccs1)C1CC1 (stereo not drawn),1,-5,0.6,0.0
Cc1ccc2c(c1)cc1c(=O)n(CC(=O)O)nc(C)n12,-3,-4,-0.9,0.0

# Other entries
SMILES,TEAD-YAP inh,MITF primary,GPR151 activ,FBW7 act
COc1ccc(C2c3c(oc4ccccc4c3=O)C(=O)N2c2nc(C)c(C)s2)cc1OC (stereo not drawn),-20,-15,-0.7,-0.1
COc1ccc(CCNC(C)C(=O)NC2CCCCC2)cc1OC (stereo not drawn),0,26,-0.4,0.1
O=C(COc1ccc(Br)cc1)NC(=S)Nc1ccc(Cl)cn1,3,0,1.7,-0.1
Cc1sc2nc(CN(C(=O)C3CC3)C3CCCC3)[nH]c(=O)c2c1C,13,5,0.6,0.2
O=C(Nc1cccc(Cl)c1)C1CC(=O)N(c2ccc(F)cc2)C1 (stereo not drawn),2,6,1.0,0.1
COc1ccc(C2(C(=O)Nc3ccc(C)c(C)c3)CCOCC2)cc1,5,3,3.0,0.3
CCn1c(=O)c2cc(C(=O)N3CCC4(CC3)OCCO4)sc2c2ccccc21,7,2,0.3,0.0
Cc1n[nH]c(C)c1CCC(=O)N/N=C\c1cccc(OCc2ccccc2)c1,-5,11,2.0,0.0
O=C(Nc1ccc(-c2nc3ccccc3s2)cc1)C(F)(F)F,67*,0,-6.5,-0.2
CCCCC[C@H](O)/C=C/[C@@H]1[C@@H](C/C=C\CCCCCC(=O)O)[C@@H](O)C[C@H]1O,·,-18,2.8,·
Cc1ccc(Cl)cc1N=Cc1nc(-c2ccccc2F)oc1O,3,-4,0.9,0.0
CCOCCn1c(=O)c2c(nc3n(-c4ccc(OC)cc4)c(C)c(C)n23)n(C)c1=O,18,-4,-0.4,-0.1
O=c1cc(CO)oc(CN2CCN(c3cccc(C(F)(F)F)c3)CC2)c1O,5,3,0.8,-0.1
Cc1sc2nc(CSc3nnnn3-c3ccccc3)[nH]c(=O)c2c1C,5,9,0.5,0.2
O=C1NC(C2CCCCC2)=NN/C1=C(/O)c1ccc(Br)cc1,-5,14,0.3,0.1
O=C(N/N=C/c1cc(Cl)ccc1O)c1cncc(Br)c1,7,63*,-0.5,0.0
c1ccc(C(CNCc2cn[nH]c2-c2cccc3ccccc23)N2CCOCC2)nc1 (stereo not drawn),1,20,-1.8,-0.1
CCOc1ccc(/C=C2/C(=O)NC(=O)N(C)C2=O)cc1,0,12,-1.1,0.1
Cc1c(C(=O)N2CCC(c3[nH]ncc3-c3ccncc3)CC2)cnn1C,1,-4,1.5,-0.2
COc1ccc(C(=O)/C=C/C(=O)N(CC(=O)NC2CCCCC2)Cc2ccco2)c(O)c1,-11,5,-0.4,0.0
CCC1CN(CCNC(=O)c2scc3c2OCCO3)Cc2cc(OC)ccc2O1 (stereo not drawn),5,5,4.9,0.1
O=C(N/N=C/c1ccccc1C(=O)O)c1cnccn1,-12,-2,0.7,-0.4
CCOCCCNC(=O)c1c[nH]c2ccc(S(=O)(=O)N(CC)c3ccc(F)cc3)cc2c1=O,12,5,-0.6,0.8
CCCCc1ccc(NS(=O)(=O)N(C)C)cc1,1,25,-1.1,0.6
CC1CN(C2CC(=O)N(c3ccccc3)C2=O)CC(C)O1 (stereo not drawn),1,-4,-0.8,0.0
COc1ccc(CN2CCN(C(=O)c3ccc(-c4ccccc4)cc3)CC2)cc1OC,-7,48,-0.9,0.0
CC(Cc1cccs1)NC(=O)C1CC(Cc2cccc(Cl)c2)=NO1 (stereo not drawn),-48,-1,-0.3,0.0
O=C1CSC2(C(=O)Nc3ccccc32)N1c1cccc(C(F)(F)F)c1 (stereo not drawn),-3,-2,0.0,-0.4
CCN(CC)CCCNC(=O)c1nn(-c2ccc(OC)cc2)c(=O)c2ccccc12,10,6,0.8,0.5
O=C(NCCN1CCOCC1)NC(=O)c1ccccc1,2,-3,0.7,0.3
O=C(Nc1cnccn1)Nc1ccc(F)cc1F,-2,12,0.4,0.4
COCCCNC(=O)C1CCCN(S(=O)(=O)c2ccc(F)cc2)C1 (stereo not drawn),-10,-12,-0.5,0.0
COc1ccc2c(c1)CCN(C(=O)c1ccc(OCc3nc(-c4ccco4)cs3)cc1)C2,2,-1,0.2,-0.1
CCOc1ccccc1N(CC(=O)NC(C)(C)CC)C(=O)CCC(=O)Nc1nccs1,13,-1,-0.2,-0.3
Cc1ccccc1NC(=O)Cc1nnc(SCC(=O)c2cccc([N+](=O)[O-])c2)n1C,4,-14,4.4,0.0
Cc1cccc(NC(=O)C2C(C(=O)O)C3C=CC2C32CC2)c1C (stereo not drawn),16,14,-0.4,0.2
O=C(Nc1ccc(C(=O)N2CCCCC2)cc1)c1ccc(Br)cc1,-1,6,0.3,0.7
CC12CCC(C(=O)O)(c3nc4cc([N+](=O)[O-])ccc4nc31)C2(C)C (stereo not drawn),-2,-17,-0.2,0.0
CCS(=O)(=O)NCc1nc(NCCCc2ccccc2)c2ccccc2n1,21,-15,0.7,0.1
Cc1ccc(Cl)c2c1NC(c1ccncc1)C1CC=CC21 (stereo not drawn),-2,-7,4.3,-0.3

# Some of the entries above, reformatted:
# Values in the order – TEAD-YAP inh | MITF primary | GPR151 activ | FBW7 act
- O=C(N/N=C/c1ccccc1C(=O)O)c1cnccn1
 : -12 | -2 | 0.7 | -0.4
- CCC1CN(CCNC(=O)c2scc3c2OCCO3)Cc2cc(OC)ccc2O1 (stereo not drawn)
 : 5 | 5 | 4.9 | 0.1
- CCOCCCNC(=O)c1c[nH]c2ccc(S(=O)(=O)N(CC)c3ccc(F)cc3)cc2c1=O
 : 12 | 5 | -0.6 | 0.8
- O=C(Nc1cnccn1)Nc1ccc(F)cc1F
 : -2 | 12 | 0.4 | 0.4
- CCOc1ccccc1N(CC(=O)NC(C)(C)CC)C(=O)CCC(=O)Nc1nccs1
 : 13 | -1 | -0.2 | -0.3

# (continued)
SMILES,TEAD-YAP inh,MITF primary,GPR151 activ,FBW7 act
CC1CCCCN1S(=O)(=O)c1ccc2c(c1)C(C)(C)C(=O)N2C (stereo not drawn),2,0,-0.5,0.8
CCOC(=O)c1c(NC(=O)COC(=O)C(C)N2C(=O)CCC2=O)sc2c1CCCC2 (stereo not drawn),12,4,0.5,0.0
COc1ccc(CC(=O)NCCSc2c[nH]c3ccccc23)cc1OC,18,9,0.0,0.0
CC(=O)Nc1ccc(-n2c(C)ccc2C)cc1,10,4,0.5,-0.1
Cc1nc2c(C(=O)NC3CCCC(C)C3C)cnn2c(C)c1Cc1cccc(Cl)c1 (stereo not drawn),2,6,6.5*,0.0
CCOCCCNC(=O)/C(C#N)=C/c1c(Oc2ccc(OC)cc2)nc2ccccn2c1=O,-13,-4,-7.7,0.0
O=C(Cc1cccs1)Nc1ccc2c(c1)OCO2,-13,6,-1.7,0.0
COC(=O)c1c(NC(=O)c2ccccc2)sc2c1CCCC2,-3,46,-2.0,0.3
O=C(N/N=C(/c1ccc([N+](=O)[O-])cc1)C12CN3CN(CN(C3)C1)C2)c1ccncc1,4,-4,1.3,-0.1
COc1cccc(C(=O)COC(=O)CCCC(=O)Nc2ccc(Br)cc2)c1,0,4,-0.6,-0.2

# Copied from the list:
# For TEAD-YAP inh, COC(=O)c1c(NC(=O)c2ccccc2)sc2c1CCCC2 has -3
# For FBW7 act, Cc1nc2c(C(=O)NC3CCCC(C)C3C)cnn2c(C)c1Cc1cccc(Cl)c1 (stereo not drawn) has 0.0
# For FBW7 act, CC(=O)Nc1ccc(-n2c(C)ccc2C)cc1 has -0.1
# For GPR151 activ, COc1ccc(CC(=O)NCCSc2c[nH]c3ccccc23)cc1OC has 0.0
# For TEAD-YAP inh, CC1CCCCN1S(=O)(=O)c1ccc2c(c1)C(C)(C)C(=O)N2C (stereo not drawn) has 2
# For TEAD-YAP inh, O=C(Cc1cccs1)Nc1ccc2c(c1)OCO2 has -13
